Screens: PubChem, Sanford-Burnham Center for Chemical Genomics
GPR35 antagonists = inhibition of zaprinast-stimulated GPR35 beta-arrestin translocation – imaging, U2OS, beta-arrestin-GFP, zaprinast agonist, primary screen (AID 2058); U2OS GPR35 beta-arrestin-GFP translocation imaging, zaprinast antagonism; higher % means a stronger effect; inhibition, % at 10 µM; hits with a dose series show IC50 in µM; hit rate 0.052% among 290,000;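 active means inhibition of at least 50% with at least 30 cells and total cytoplasm GFP at most 10,000,000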
KOR beta-arrestin-1 = kappa opioid receptor activators – cell-based, luminescence, uHTS, primary screen (AID 1777); KOR beta-arrestin recruitment, luminescence; higher % means a stronger effect; one-dose activation, % at 10 µM; EC50 in µM for titrated hits; hit rate 0.02% among 280,000; in the data active means activation above about 50%, passing the limit was not always enough; further: a part of the inactive calls stands beside numbers as strong as those of hits
SIAH1 antagonists = blockers of Siah-1 interaction with plectin peptide – biochemical, fluorescence polarization, rhodamine-plectin, uHTS, primary screen (AID 1817) | Siah-1 / rhodamine-plectin peptide fluorescence polarization; higher % means a stronger effect | displacement, % at 20 µM; hits with a dose series show IC50 in µM | hit rate 0.02% among 290,000;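 active means displacement of at least 50% at 20 µM, with a fluorescence ratio check between 0.3 and a set limit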;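 further: plate controls were Siah plus tracer with DMSO for no effect and tracer alone without Siah for full effect; strong numbers were not always called active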
KOR beta-arrestin-2 = KOR antagonists, beta-arrestin recruitment, cell-based, luminescence, uHTS (AID 1778); KOR beta-arrestin recruitment, luminescence, antagonist mode; higher % means a stronger effect; inhibition, % at 10 µM, or IC50 in µM where a hit was titrated; hit rate 0.091% among 290,000; in the data active means inhibition above about 50%; further: strong numbers were not always called active
GPR55 beta-arrestin = selective activators of receptor GPR55 – imaging, U2OS cells, beta-arrestin-GFP redistribution, primary screen (AID 1961). U2OS GPR55 beta-arrestin-GFP redistribution imaging; higher % means a stronger effect. activation, % at 10 µM; hits with a dose series show EC50 in µM. hit rate 0.048% among 290,000;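 active means activation above 40% with more than 50 cells counted in the well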;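 further: U2OS osteosarcoma cells stably expressing GPR55 and beta-arrestin-GFP; plate controls were DMSO negative control for no effect and LPI positive control for full effect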
GPR55 LPI antagonism = inhibition of LPI-stimulated GPR55 beta-arrestin translocation – imaging, U2OS, beta-arrestin-GFP, LPI agonist, primary screen (AID 2013); hit rate 0.13% among 290,000; U2OS GPR55 beta-arrestin-GFP translocation imaging, LPI antagonism; higher % means a stronger effect; one-dose inhibition, % at 10 µM; IC50 in µM for titrated hits;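 active means spots per cell inhibited over 60%, with over 100 cells counted and total cytoplasm intensity under 500,000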;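 further: U2OS cells stably carrying GPR55 and arrestin-GFP stimulated by 5 µM LPI near EC80; imaged beta-arrestin-GFP aggregate spots per cell after agonist stimulation; plate controls were LPI-stimulated DMSO wells for no effect and DMSO wells without LPI for full effect; some results filed as inactive read as strong as hits; confirmed hits need IC50 under 10 µM and bright autofluorescent wells are also inconclusive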
NOD1 inhibition = inhibition of NOD1-driven NF-kB reporter – cell-based, luminescence, uHTS, primary screen (AID 1578). NOD1-driven NF-kB luciferase reporter cells, luminescence; higher % means a stronger effect. inhibition, % at 4 µM, or EC50 in µM where a hit was titrated. hit rate 1% among 290,000; in the data active means inhibition mostly above about 36%, no sharp cut-off; inactive means mostly below about 34%;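 further: HEK-293T reporter cells stimulated with the NOD1 agonist gamma-tri-DAP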
HIV fusion peptide = cell-free HIV fusion peptide-binding blockers – biochemical, uHTS, fluorescence dequenching, primary screen (AID 1986); cell-free peptide binding, fluorescence dequenching, 30 min; higher % means a stronger effect; inhibition, % at 20 µM, or IC50 in µM where a hit was titrated; hit rate 0.3% among 290,000; in the data active means inhibition mostly above about 52%, no sharp cut-off; inactive means mostly below about 76%; further: some results filed as inactive read as strong as hits
AID2073 = disruptors of CaV2.2 binding to Mint1 – biochemical, HTRF (AID 2073); inhibition, % at 20 µM, or IC50 in µM where a hit was titrated; HTRF protein-protein interaction, Mint1-CaV2.2; higher % means a stronger effect; hit rate 0.19% among 290,000; in the data active means inhibition mostly above about 51%, no sharp cut-off; further: some results filed as inactive read as strong as hits
Active calls of the source: *; . = no result given; [ ] = another dose, or the depositor's remark. Only part of the results is shown; rates above refer to the full screens.

The line under a structure holds: GPR35 antagonists | KOR beta-arrestin-1 | SIAH1 antagonists | KOR beta-arrestin-2 | GPR55 beta-arrestin | GPR55 LPI antagonism | NOD1 inhibition | HIV fusion peptide | AID2073
O=C(c1ccco1)N(CC1CCCO1)c1nc(-c2ccccc2)cs1 (configuration not stated)
 : 8% | 3.4% | 2% | 7% | 0.2% | -2% | 6% | 2.6% | 9%
COc1ccc(N(CC(=O)NCCSc2ccccc2)S(=O)(=O)c2ccccc2)cc1OC
 : -3% | -0.9% | 1% | 24% | -0.1% | 18% | -17% | 1.4% | 0%
CCCCCCCCNC(=O)c1ccc(C)cc1
 : -2% | -4.0% | 3% | -32%[20 µM] | 0.2% | 4% | 0% | -0.4% | -3%
COCCn1c(SCC(=O)NC2CCCC2)nnc1C(C)C
 : 2% | 0.0% | -1% | -25% | -0.1% | 11% | 2% | 2.8% | 8%
CN(Cc1cccs1)C(=O)CCc1c[nH]c2ccccc12
 : 1% | -3.6% | 2% | 2% | 0.0% | 7% | -48% | -0.3% | 5%
Cc1ccc(C(=O)NC(C(=O)Nc2cccc(S(N)(=O)=O)c2)C(C)C)cc1 (configuration not stated)
 : 11% | -1.9% | 1% | 40% | 0.7% | 0% | -6% | -1.6% | 27%
CCOC(=O)NC(NCCc1ccccc1)(C(F)(F)F)C(F)(F)F
 : -9% | -2.4% | -1% | -36% | 0.2% | 7% | 13% | -1.0% | 17%
S=C1NCN(CCc2ccccc2)CN1Cc1ccccc1
 : 12% | 0.0% | -8% | . | 0.2% | 13% | -1% | -2.8% | -4%
CCOc1ccc(NC(=O)CN2CCN(CC(=O)Nc3ccc(C(=O)OC)cc3)CC2)cc1
 : -12% | 1.9% | 0% | 18% | 0.9% | -1% | 7% | -0.3% | -5%
CC1CCN(C(=O)CSc2nnc(CNC(=O)c3c(F)cccc3F)o2)CC1
 : -12% | -1.7% | 4% | 0% | 0.0% | 2% | -17% | 1.9% | -9%
CCN(C(=O)Cn1c(=O)oc2cc(S(=O)(=O)N3CCOCC3)ccc21)c1ccccc1
 : -3% | 0.3% | -1% | 8% | -0.1% | -1% | -12% | -1.0% | -8%
COc1ccc(C(C(=O)NC(C)(C)C)N(CCc2ccc(OC)c(OC)c2)C(=O)CCC(=O)Nc2cc(C)on2)cc1 (configuration not stated)
 : -4% | -1.4% | 6% | -16% | -0.2% | -4% | -38% | -1.5% | -4%
O=C(O)c1cc(S(=O)(=O)Nc2ccccc2C(=O)O)ccc1O
 : -10% | 0.7% | -4% | -22% | -0.1% | 4% | 4% | 53% | 13%
CCCn1c2c(c(O)c(C(=O)Nc3ncccc3C)c1=O)CCCC2
 : 7% | 0.3% | -2% | 8% | -0.2% | 13% | 11% | 0.9% | -1%
Cc1cc(NC(=O)c2ccccc2)c(Cl)cc1N
 : 16% | 2.6% | -2% | 31% | 0.5% | 16% | 1% | 0.1% | 4%
O=C(N=C1c2ccccc2CN1c1ccccc1)c1cccc([N+](=O)[O-])c1
 : -6% | -0.1% | -1% | 27% | 0.1% | -9% | -39% | 1.7% | -20%
NC(=O)CC(NC(=O)Cc1ccc(Br)cc1)c1ccc(NCc2ccc(F)cc2)c([N+](=O)[O-])c1 (configuration not stated)
 : 0% | -2.1% | 6% | 12% | -0.1% | 2% | 4% | 1.2% | 15%
CCOc1ccc(OCC)c(NC(=O)c2nnn(CC(=O)Nc3cc(C)cc(C)c3)c2N)c1
 : 3% | 0.6% | 43% | -16% | -0.2% | 11% | -10% | 1.8% | 7%
O=C(NCc1ccccc1Cl)C1CCCN(S(=O)(=O)c2cccc3nsnc23)C1 (configuration not stated)
 : 11% | -5.6% | 0% | -11% | -0.1% | 10% | -2% | 0.3% | -5%
O=S(=O)(/N=C(/Nc1cccc2ccccc12)c1ccccc1)c1ccc(Br)cc1
 : 0% | -4.9% | -7% | -10% | -0.1% | 3% | -2% | -0.1% | 12%
COc1ccc(/C=N/Nc2cn[nH]c(=O)c2Cl)cc1
 : -4% | 4.9% | 12% | -3% | -0.3% | 14% | -33% | 0.2% | 9%
N#Cc1ccccc1NC1=CC(=O)CCC1
 : -9% | 0.8% | 3% | -9% | -0.2% | -1% | -3% | 1.5% | -6%
CN(Cc1ccccc1)C(=O)CSc1nc2ccccc2[nH]1
 : -7% | -1.5% | -2% | -15% | -0.3% | 0% | -36% | -0.3% | -11%
CC1CN(C(=O)COc2ccc3ccccc3c2Br)CC(C)O1 (configuration not stated)
 : 3% | -1.8% | 0% | -18% | -0.1% | 15% | -23% | 0.4% | 7%
O=C(N/N=C/c1ccccc1C(=O)O)C(=O)N1CCCCC1
 : -1% | -1.0% | 6% | -27%[20 µM] | 0.2% | 5% | -9% | 0.6% | 2%
CCSc1nnc(NC(=O)C2C3C=CC(C3)C2C(=O)O)s1 (configuration not stated)
 : -17% | -4.1% | 2% | 29% | 0.5% | -10% | 18% | -0.3% | 1%
COc1ccccc1N1CCN(C(=O)C2CCN(S(=O)(=O)c3ccc4c(c3)CC(C)N4C(=O)C3CC3)CC2)CC1 (configuration not stated)
 : -6% | -5.3% | 13% | -43% | -0.1% | -9% | 24% | 1.1% | 1%
O=C(c1ccc(-c2ccccc2)cc1)C1CCCN(C(=O)c2cncs2)C1 (configuration not stated)
 : -8% | -4.0% | 8% | -20% | 0.2% | 1% | -30% | -0.1% | -11%
O=S(=O)(NCc1ccccc1)c1cccc(S(=O)(=O)N2CCOCC2)c1
 : -19% | -3.5% | -4% | -13% | -0.2% | 7% | 7% | -1.5% | 1%
CCc1ccc(C(O)(c2ccccc2OC)C(CN2CCOCC2)c2ccccc2)cc1 (configuration not stated)
 : 5% | 0.6% | -2% | -20% | -0.6% | 48% | -19% | 1.5% | 20%

Among those listed so far, 5 have an aryl methoxy group.
The line under a structure holds: GPR35 antagonists | KOR beta-arrestin-1 | SIAH1 antagonists | KOR beta-arrestin-2 | GPR55 beta-arrestin | GPR55 LPI antagonism | NOD1 inhibition | HIV fusion peptide | AID2073
COc1ccc(N(CC(=O)NCCSc2ccccc2)S(=O)(=O)c2ccccc2)cc1OC
 : -3% | -0.9% | 1% | 24% | -0.1% | 18% | -17% | 1.4% | 0%
COc1ccc(C(C(=O)NC(C)(C)C)N(CCc2ccc(OC)c(OC)c2)C(=O)CCC(=O)Nc2cc(C)on2)cc1 (configuration not stated)
 : -4% | -1.4% | 6% | -16% | -0.2% | -4% | -38% | -1.5% | -4%
COc1ccc(/C=N/Nc2cn[nH]c(=O)c2Cl)cc1
 : -4% | 4.9% | 12% | -3% | -0.3% | 14% | -33% | 0.2% | 9%
COc1ccccc1N1CCN(C(=O)C2CCN(S(=O)(=O)c3ccc4c(c3)CC(C)N4C(=O)C3CC3)CC2)CC1 (configuration not stated)
 : -6% | -5.3% | 13% | -43% | -0.1% | -9% | 24% | 1.1% | 1%
CCc1ccc(C(O)(c2ccccc2OC)C(CN2CCOCC2)c2ccccc2)cc1 (configuration not stated)
 : 5% | 0.6% | -2% | -20% | -0.6% | 48% | -19% | 1.5% | 20%

Next structures follow:
The line under a structure holds: GPR35 antagonists | KOR beta-arrestin-1 | SIAH1 antagonists | KOR beta-arrestin-2 | GPR55 beta-arrestin | GPR55 LPI antagonism | NOD1 inhibition | HIV fusion peptide | AID2073
COc1ccc(CNC(=O)CN2CCN(c3ccccc3O)CC2)cc1OC
 : 0% | -3.0% | 2% | -7% | 0.7% | 12% | -2% | -1.8% | -9%
O=C(O)c1nn(-c2ccccc2-c2n[nH]c(=O)[nH]c2=O)c(=O)[nH]c1=O
 : 9% | 5.8% | -9% | -11% | -0.2% | 4% | 0% | 4.7% | 16%
COc1cccc(OC)c1C(=O)Nc1ccc(S(=O)(=O)Nc2cc(C)nc(C)n2)cc1
 : -1% | 2.1% | 2% | -32% | -0.1% | -2% | 15% | -1.4% | 6%
Clc1ccc2[nH]c3c(N4CCC5(CC4)OCCO5)ncnc3c2c1
 : 12% | 3.1% | -2% | -59% | 0.3% | -1% | 50% | -1.9% | 2%
O=C(Cn1cc([N+](=O)[O-])cn1)Nc1ccc(Cn2cc(Br)cn2)cc1
 : -13% | 5.7% | -2% | -28% | 0.5% | -5% | -25% | 0.2% | 21%
O=C(Cn1c(=O)n(CC2CCCO2)c(=O)c2ccccc21)c1ccccc1 (configuration not stated)
 : -3% | -0.2% | -1% | -6% | -0.2% | -9% | -5% | 0.3% | -4%
Cc1ccc(C(=O)Nc2ccncc2)cc1[N+](=O)[O-]
 : 11% | 0.2% | 1% | -5% | -0.2% | 6% | -13% | -0.1% | 23%
NC(=O)C1CCN(C(=O)CCSc2ccc(Cl)cc2)CC1
 : -3% | -2.0% | 5% | -13%[20 µM] | -0.1% | -2% | -23% | 0.8% | -5%
O=c1[nH]c2ccccc2nc1NCc1ccccc1
 : 0% | -2.2% | 7% | -28%[20 µM] | -0.3% | -9% | 6% | -0.2% | 5%
COc1ccc(S(=O)(=O)NCCC(=O)Nc2ccc(C)cc2)cc1
 : 0% | 2.1% | 1% | -7% | 0.2% | -2% | -1% | 0.2% | -3%
CCOc1cccc(NC(=O)CSc2nncn2N)c1
 : 4% | -9.1% | 1% | 27% | -0.2% | 3% | 22% | 13% | 11%
CCCCOc1ccc(C(=O)N/N=C/c2ccc(OCCN3CCCCC3)c(OC)c2)cc1
 : 12% | 2.2% | -1% | 6% | -0.3% | -2% | -28% | -2.8% | 2%
COc1ccccc1C(CC(=O)Nc1ccc(C)c(C)c1)c1ccc(OC(C)C)cc1 (configuration not stated)
 : 15% | -3.0% | 3% | 5% | 0.7% | 3% | 9% | -1.0% | 6%
COc1ccc(CC(=O)NNS(=O)(=O)c2cccc([N+](=O)[O-])c2)cc1OC
 : -1% | -3.3% | 4% | -5% | -0.3% | 3% | -20% | -0.7% | 8%
CCN(CC)S(=O)(=O)c1ccc(C(=O)NNC(=O)C2CCN(S(=O)(=O)c3ccc(Cl)cc3)CC2)cc1
 : 5% | 4.9% | -1% | 11% | -0.4% | 9% | -8% | -0.5% | -3%
O=C(Cc1cccs1)N=Nc1c(O)[nH]c2ccc(Br)cc12
 : -3% | -5.4% | -2% | 1% | 0.4% | 6% | -9% | 0.0% | 7%
Cc1cc(NC(=O)CCN2CCC(C(N)=O)CC2)ccc1Br
 : 15% | -5.4% | -4% | -40% | 2.7% | -6% | 10% | -1.3% | -9%
